Screens from PubChem BioAssay.
Cneo AK release = Cryptococcus neoformans lysis via adenylate kinase release; lysis activity, % at 15 µM; actives 0.2% (n = 360,000); C. neoformans lysis, adenylate kinase release luminescence, 4 h; normalised: neutral wells 0, clomiphene wells 100;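 active = mean lysis activity across replicates of at least 80%, whatever share of replicates individually reach that level; inactive = mean lysis activity below 80%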
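Test system: log-phase Cryptococcus neoformans yeast cells; Quantity: yeast cell density of 5 × 10^6 cells/mL; Buffer or medium: YPD; Doses: single compound concentration per well; Timing: 4 h at 37 °C static, read 1 h later; Measured by: AK luminescence; Read-out basis: lysis from increased AK signal; Control set: Clomiphene as positive control.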
PGC1a acetyl inh = PGC1a acetylation modulation, inhibitor mode; U2OS PGC1a acetylation, AlphaScreen anti-acetyl-lysine; with virally co-expressed GCN5 acetyltransferase; actives 0.17% (n = 350,000); inhibition, % at 15.6 µM;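 active = every replicate shows inhibition of at least 40%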;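 note: 0% = neutral control wells and 100% = positive control wells; some results beyond the cut were filed as inactive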
INS-1E GSIS act = primary screen for activators of insulin secretion dependent on glucose, INS-1E cells, GLuc reporter luminescence; INS-1E GLuc reporter insulin secretion, 2-3 h; activation, % at 16.6 µM; actives 0.61% (n = 370,000);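 active = lowest replicate activation of at least 40%, so every replicate reaches that level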;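 note: 0% = median of neutral control wells and 100% = median of IBMX positive control wells; some compounds called inactive have numbers as strong as hits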
PAX8 inh HTS = PAX8 transcriptional activity inhibition | RMG-I TPO-luciferase reporter, SteadyGlo, 24 h | inhibition, % at 12.6 µM | actives 1.2% (n = 360,000) | AID 652154;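 active = mean replicate inhibition at least 60% with every replicate also reaching 60%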;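 note: luciferase light reporting Pax8 driven TPO promoter activity; plate controls were median of neutral control wells for no effect and mitoxantrone controls for full effect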
ARNT TACC3 PPI = disrupts binding between human ARNT and TACC3; AlphaScreen His-ARNT PAS-B/GST-TACC3 binding, luminescence; TACC3 fragment carries E629A point mutation; Q9Y6A5; AID 623870; actives 0.66% (n = 390,000); inhibition, % at 9.99 µM;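 active = mean inhibition of replicates at least 50% and at least half of replicates each reaching 50%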;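 note: 0% = complete ARNT plus TACC3 wells and 100% = ARNT alone without TACC3; many hits fall short of the cut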
PglD DTNB = blocks C. jejuni PglD acetyltransferase activity; purified PglD enzyme, DTNB colorimetric CoA detection; inhibition, % at 12.5 µM; actives 0.098% (n = 360,000); AID 602405; in the data active = inhibition above about 16%, passing the limit was not always enough; note: strong numbers were not always called active
LGR2 inh = inhibitors of bursicon-induced Drosophila LGR2 receptor cAMP signaling; HEK293 LGR2, CRE-luciferase, bursicon-stimulated, 4 h; inhibition, % at 9.99 µM; actives 0.35% (n = 380,000);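 active = drop in luminescence signal, shown as inhibition above about 50% in the replicate tests, limit read from the data, passing the limit was not always enough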;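 note: agonist challenge used bursicon conditioned medium at about half maximal strength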
C2C12 statin = protects C2C12 myotubes from simvastatin toxicity; ATP luminescence, 48 h; scaled: DMSO 0, geranylgeraniol control 100; rescue of ATP level, % at 7.49 µM; actives 0.78% (n = 330,000); AID 602340;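 active = mean ATP rescue above about 67%, or every replicate alone reaching that limit, limit read from the data, passing the limit was not always enough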;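 note: myotubes were challenged with 10 µM simvastatin during compound exposure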
Numbers without * were called inactive; x = not tested or not shown; & = joins results of further samples.

Key to letters: A = Cneo AK release; B = PGC1a acetyl inh; C = INS-1E GSIS act; D = PAX8 inh HTS; E = ARNT TACC3 PPI; F = PglD DTNB; G = LGR2 inh; H = C2C12 statin
COc1ccc(S(=O)(=O)N[C@@H]2C=C[C@@H](CC(=O)NCCc3ccccc3)O[C@@H]2CO)cc1
  A = -3; B = 10; C = -4; D = 5; E = -1; F = -2; G = -12; H = -6
O=C(Nc1ccc(F)c([N+](=O)[O-])c1)C1CCCO1 (configuration not stated)
  A = x; B = 4; C = 4; D = 30; E = -4; F = x; G = -4; H = x
CNc1nc(N)nc(OC(C(F)(F)F)C(F)(F)F)n1
  A = x; B = -13; C = 32; D = 3; E = -1; F = x; G = -8; H = x
CC(C)c1ccccc1NS(=O)(=O)c1cccs1
  A = -2; B = x; C = 26; D = 4; E = -4; F = 0; G = 3; H = 6
COCCNC(=O)c1cc2c(c(-c3cccc(C#CCN(C)C)c3)n1)[C@H](CCO)N(S(=O)C(C)(C)C)C2 (some centres not stated)
  A = 0; B = x; C = x; D = -3; E = 3; F = 3; G = x; H = x
COc1ccc(OC)c(NC(=O)Nc2nnc(N3CCCCC3C)s2)c1 (configuration not stated)
  A = -5; B = -5; C = 0; D = 10; E = -4; F = -2; G = 6; H = -21
CC(C)CC(=O)N1CCN(Cc2ccc(Cl)cc2)CC1
  A = 0; B = 8; C = 14; D = 5; E = -6; F = -25; G = 3; H = 2
O=C(C[C@@H]1CC[C@H]2[C@@H](COC[C@H](O)CN2S(=O)(=O)c2ccccc2)O1)Nc1ccc(-c2ccccc2)cc1
  A = -2; B = 9; C = -21; D = 33; E = 18; F = -1; G = 13; H = 1
CCOC(=O)/C=C/C(=O)OCC(=O)Nc1ccc(OC)c(Cl)c1
  A = -1; B = -9; C = -3; D = 21; E = -4; F = 11; G = 7; H = x
CCOc1ccc(N2C(=O)CC(Sc3nc(-c4cccs4)cc(C(F)(F)F)c3C#N)C2=O)cc1 (configuration not stated)
  A = 1; B = -1; C = 5; D = x; E = 1; F = -7; G = -17; H = -3
COCCNC(=O)C[C@H]1C=C[C@@H](NC(=O)NC2CCCC2)[C@H](CO)O1
  A = 33; B = 1; C = -2; D = -12; E = -4; F = 3; G = 3; H = -6
CC=Cc1ccc2n(c1=O)C[C@H]1[C@H](CO)[C@@H](C(=O)N(C)C)N(C(=O)CC3CC3)[C@@H]21 (mixture of isomers)
  A = 1; B = 6; C = 23; D = -9; E = -14; F = -1; G = 5; H = -1
CC1(C(=O)NS(=O)(=O)c2ccc(F)cc2F)CCN1C(=O)Cc1ccc(-c2ccccc2)cc1 (configuration not stated)
  A = -4; B = 13; C = 4; D = -8; E = x; F = 1; G = -19; H = -8
C[C@]12CCC3C(CC[C@H]4CCCC[C@]34C)C1CC[C@@]2(O)CNCCO (some centres not stated)
  A = 0; B = x; C = -30; D = 1; E = -7; F = -3; G = -6; H = 8
CNC[C@H]1OCCCC[C@@H](C)Oc2ccc(NC(=O)Cc3ccccc3)cc2C(=O)N([C@H](C)CO)C[C@@H]1C
  A = x; B = 3; C = 14; D = -15; E = x; F = x; G = 10; H = -7
O=C(c1cccc(F)c1)N1CC(=O)N2[C@H](C1)[C@H](c1ccc(-c3ccccc3F)cc1)[C@@H]2CO
  A = x; B = -19; C = -22; D = 17; E = x; F = x; G = -2; H = x
CCOC(=O)c1c(C)[nH]c(C)c1S(=O)(=O)NCC1CCN(Cc2ccccc2OC)CC1
  A = x; B = -2; C = 8; D = 13; E = 15; F = x; G = 2; H = -10
COc1ccc2c(c1OC)C(=O)OC2C/C(=N\NC(N)=O)c1ccccc1 (configuration not stated)
  A = x; B = x; C = 6; D = -11; E = -8; F = x; G = 1; H = x
COc1ccc(CN(C)C[C@H]2OCCCC[C@@H](C)Oc3ccc(NC(=O)Nc4ccc(F)cc4)cc3C(=O)N([C@@H](C)CO)C[C@H]2C)cc1
  A = 8; B = -7; C = -31; D = 3; E = 10; F = 13; G = 10; H = -125
CCCC/C=C/c1cccc2nncn12
  A = -1; B = x; C = 4; D = 5; E = x; F = 1; G = -12; H = 2
O=C(O)/C(=C\c1cccc(C(F)(F)F)c1)c1ccc(S(=O)(=O)N2CCCC2)s1
  A = -6; B = x; C = 2; D = 2; E = x; F = -5; G = 3; H = 1
O=C(NC(=S)Nc1ccccc1N1CCCCC1)c1ccco1
  A = 14; B = -15; C = 8; D = 23; E = -1; F = 3; G = 8; H = -8
CCO/C(C)=N/Oc1cc(OC)cc(OC)c1
  A = 1; B = -7; C = 5; D = 5; E = x; F = -1; G = -2; H = -1
Cc1c(C(=O)N2CCN(Cc3ccc4c(c3)OCO4)CC2)sc2ncnc(N3CCN(c4ccccc4F)CC3)c12
  A = 2; B = x; C = -12; D = 41; E = 6; F = 0; G = 20; H = 21
Cc1noc(C)c1S(=O)(=O)Nc1ccc2c(c1)CC(=O)N([C@@H](C)CO)C[C@H](C)[C@H](CN(C)Cc1ccccc1)O2
  A = -1; B = x; C = -1; D = 6; E = -9; F = 0; G = -4; H = 11
CCOC(=O)c1nn(-c2ccccc2C)c2nc(CC(C)C)c(C#N)c(=O)n12
  A = 1; B = 8; C = x; D = x; E = -7; F = -8; G = x; H = 2
O=S(=O)(c1ccccc1F)N1CC[C@@H]2[C@H](CO)Nc3ccc(-c4ccc(F)cc4)cc3[C@@H]21
  A = -4; B = -23; C = 9; D = 7; E = -12; F = 1; G = 3; H = -12
Cc1nc2c([nH]c3ccc(Br)cc32)s1
  A = -1; B = -22; C = 25; D = x; E = -3; F = 2; G = x; H = -18
Cc1ccc2c(c1)N(C(=O)CCC(=O)N1CCOCC1)CCO2
  A = -1; B = -4; C = 7; D = -10; E = 2; F = 6; G = 13; H = -7
C[C@@H]1CN([C@@H](C)CO)C(=O)Cc2cc(N(C)C)ccc2O[C@@H]1CN(C)Cc1ccc2c(c1)OCO2
  A = -4; B = 3; C = 2; D = 11; E = 14; F = -1; G = -7; H = -19
Cc1ccnc(NC(=O)C2CC(=O)N(Cc3ccccc3)C2)c1 (configuration not stated)
  A = -4; B = 19; C = 2; D = -24; E = 3; F = 1; G = 6; H = -4
CCOC(=O)c1ccc(-c2c(-c3cc(OC)c(OC)c(OC)c3)noc2C)cc1F
  A = -1; B = -59; C = 8; D = 30; E = -8; F = -1; G = -29; H = x
COc1ccc(Nc2cc(C)nc3ccc(C)cc23)cc1
  A = 0; B = -4; C = 25; D = -23; E = x; F = 3; G = 7; H = -15
CC(=O)Nc1ccc(C(=O)CSc2nc3ccc(C)cc3[nH]2)cc1
  A = 0; B = -3; C = 7; D = x; E = 2; F = 12; G = 0; H = 107*
COc1ccc(CCNC(=O)c2noc3c2CCCC3)cc1OC
  A = -1; B = x; C = x; D = x; E = -1; F = -5; G = x; H = 26
Nc1ccn(CC(=O)NCCCc2ccccc2)c(=O)n1
  A = -1; B = x; C = 29; D = -3; E = 5; F = 5; G = -10; H = 17
C[C@@H](c1ccccc1)N1C[C@H]2CCCN2c2cc(Br)ccc2S1(=O)=O
  A = -1; B = -15; C = 3; D = 36; E = -2; F = -5; G = -4; H = -17
CCOc1ccc(N2CC(NC(=O)c3cccc4ccccc34)CC2=O)cc1 (configuration not stated)
  A = x; B = 6; C = 0; D = -11; E = -2; F = x; G = -7; H = -1
S=C1NC[C@H](Cc2ccccc2)N1CCc1cccc2ccccc12
  A = 18; B = 3; C = 1; D = 2; E = -5; F = 4; G = 10; H = -34
CCOC(=O)C1CCCN(C(=O)CCNS(=O)(=O)c2ccc(Br)cc2)C1 (configuration not stated)
  A = 0; B = 10; C = -11; D = 12; E = -3; F = 8; G = 9; H = 1
OC(c1ccc(F)cc1)c1ncc(-c2ccccc2Cl)[nH]1 (configuration not stated)
  A = 0; B = -14; C = -1; D = -48; E = x; F = 7; G = -17; H = 5
O=C(OCc1ccccc1)N1CCC2CC1c1cc(N3CCN(S(=O)(=O)c4cccc(C(F)(F)F)c4)CC3)ccc12 (configuration not stated)
  A = 3; B = -3; C = -7; D = -4; E = x; F = 0; G = -12; H = -19
O=C(CCCN1C(=O)c2ccccc2C1=O)NCc1ccco1
  A = 1; B = -2; C = 6; D = x; E = -8; F = -7; G = 2; H = x
COc1ccc(Br)c(C(=O)NC2CCCC2)c1
  A = x; B = x; C = -4; D = -3; E = -5; F = x; G = -21; H = x
C[C@@H]1CN([C@H](C)CO)C(=O)c2cc(NC(=O)CCCN(C)C)ccc2O[C@@H](C)CCCCO[C@H]1CN(C)S(=O)(=O)c1ccc(Cl)cc1
  A = -1; B = -4; C = 18; D = -3; E = 4; F = 1; G = 32; H = 1
CC(=O)OCC(=O)C12OC(C)(C)OC1CC1C3CC=C4CC(O)CCC4(C)C3CCC12C (configuration not stated)
  A = 0; B = 6; C = 15; D = -15; E = -10; F = 0; G = 16; H = 4
CCOC(=O)[C@@H]1[C@H]2COc3cc(OC)ccc3[C@H]2N2C(=O)N(c3ccc(C)cc3)C(=O)[C@@]12C
  A = 1; B = 3; C = 3; D = 1; E = -1; F = -6; G = 2; H = 4
Cc1ccc(CNC(=O)Cn2c(=O)n(-c3ccccc3)c(=O)c3sccc32)cc1
  A = 1; B = -4; C = 1; D = -4; E = 5; F = -3; G = 10; H = 2
O=C(C[C@@H]1C[C@@H]2c3cc(NS(=O)(=O)c4ccc(F)cc4)ccc3O[C@@H]2[C@H](CO)O1)N1CCc2ccccc2C1
  A = 1; B = 4&-8; C = -16&-6; D = 3; E = x; F = -2; G = 6&11; H = -2
COc1cc(/C=C/C(=O)OCC(=O)N2CCc3ccccc32)cc(OC)c1OC
  A = 2; B = -5; C = x; D = -13; E = x; F = x; G = 3; H = -3
Cc1ccccc1NC(=O)Cn1nnc(-c2ccc(CN3CCC(C)CC3)cc2)n1
  A = x; B = x; C = 3; D = -8; E = -3; F = x; G = 18; H = x
Cc1nc(SCc2ccc(Cl)c(Cl)c2)ncc1C(=O)O
  A = x; B = -2; C = -18; D = -21; E = 26; F = x; G = -13; H = -5
C=CC(=O)NC(NC(=O)C=C)c1ccc(Br)cc1
  A = 0; B = -4; C = x; D = -20; E = -22; F = -4; G = x; H = 6
CCCN(C1CCS(=O)(=O)C1)S(=O)(=O)c1ccc2ccccc2c1 (configuration not stated)
  A = 1; B = x; C = 18; D = 5; E = -9; F = -3; G = 6; H = 2
CNC[C@H]1Oc2ccc(NS(=O)(=O)c3ccc(C)cc3)cc2C(=O)N([C@@H](C)CO)C[C@@H]1C
  A = 2; B = -4; C = -3; D = -6; E = -10; F = 4; G = 2; H = 6
O=C(OC1CCOC1=O)c1ccc2ncsc2c1 (configuration not stated)
  A = 0; B = x; C = x; D = -8; E = 1; F = 0; G = x; H = x
